# Assay outcomes: PubChem BioAssay, several laboratories
# MsrA inh: inhibitors of bovine MsrA. 0.75% of 360,000 active. inhibition, % at 15.5 µM. purified bovine MsrA, absorbance read-out; in the data active = inhibition above about 4.5%;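 note: 0% = vehicle wells with enzyme and 100% = reference inhibitor wells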
# SUMO1-SIM PPI: SUMO1-SIM interaction modulation; AID 602429; SUMO1 binding to a labelled peptide, TR-FRET, 1 h; inhibition, % at 20 µM; 0.33% of 360,000 active; P63165; in the data active = inhibition above about 37%
# STEP block: STEP (human) phosphatase inhibition. recombinant STEP, OMFP fluorogenic substrate, fluorescence. inhibition, % at 20 µM. 0.25% of 360,000 active;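 active = inhibition at 20 µM, scaled per plate between control wells, above about 37%, limit read from the data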;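 note: 0% = DMSO with enzyme and substrate and 100% = substrate only without enzyme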
#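 Measure: Control-normalized % inhibition with plate pattern correction | Test system: STEP phosphatase, cell-free reaction | Medium: pH 6.0 Bis-Tris with DTT and Tween 20 | Technique: Fluorescence, 480/540 nm | Times: Reaction 20 min, ambient temperature | Doses: Single compound dose of 20 µM, 1% DMSO final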
# DNMT1 block: DNMT1 (human) enzyme inhibition; P26358; DNMT1 molecular beacon, Hinp1I cleavage, fluorescence; inhibition (reported as % activation of signal), % at 10 µM; 0.83% of 360,000 active; AID 588458; in the data active = inhibition above about 50%
# Target sequence (P26358 504-1616 limits assumed): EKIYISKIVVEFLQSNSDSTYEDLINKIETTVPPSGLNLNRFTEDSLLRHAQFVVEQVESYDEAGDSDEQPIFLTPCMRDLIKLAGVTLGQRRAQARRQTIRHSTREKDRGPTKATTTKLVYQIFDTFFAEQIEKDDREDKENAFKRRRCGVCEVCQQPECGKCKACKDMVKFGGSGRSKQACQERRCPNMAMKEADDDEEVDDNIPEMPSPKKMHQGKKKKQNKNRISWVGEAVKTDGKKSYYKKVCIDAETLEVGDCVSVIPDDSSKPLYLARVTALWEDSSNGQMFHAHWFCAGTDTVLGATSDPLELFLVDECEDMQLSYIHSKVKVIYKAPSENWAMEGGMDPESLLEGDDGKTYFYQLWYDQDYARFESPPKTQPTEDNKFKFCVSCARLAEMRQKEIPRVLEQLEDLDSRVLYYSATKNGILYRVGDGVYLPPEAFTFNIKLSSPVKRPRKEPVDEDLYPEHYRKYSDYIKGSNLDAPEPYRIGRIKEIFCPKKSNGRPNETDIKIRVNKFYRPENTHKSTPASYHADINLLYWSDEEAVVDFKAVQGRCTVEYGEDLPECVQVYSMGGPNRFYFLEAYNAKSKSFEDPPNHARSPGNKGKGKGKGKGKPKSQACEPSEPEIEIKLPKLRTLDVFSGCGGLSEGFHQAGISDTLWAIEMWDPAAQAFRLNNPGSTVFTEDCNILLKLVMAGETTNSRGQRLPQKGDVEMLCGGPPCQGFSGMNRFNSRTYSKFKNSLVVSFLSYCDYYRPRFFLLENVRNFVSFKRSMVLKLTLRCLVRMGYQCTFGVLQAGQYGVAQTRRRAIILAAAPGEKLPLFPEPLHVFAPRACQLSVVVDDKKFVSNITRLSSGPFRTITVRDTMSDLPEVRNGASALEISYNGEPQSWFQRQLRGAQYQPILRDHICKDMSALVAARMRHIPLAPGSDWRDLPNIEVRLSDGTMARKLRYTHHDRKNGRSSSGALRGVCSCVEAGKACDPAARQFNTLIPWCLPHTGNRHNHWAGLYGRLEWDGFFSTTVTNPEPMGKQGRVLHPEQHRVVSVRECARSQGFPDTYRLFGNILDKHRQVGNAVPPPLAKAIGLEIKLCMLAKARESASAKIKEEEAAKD
# TbMetRS inhib: Trypanosoma brucei MetRS inhibition; AID 624268; 0.4% of 360,000 active; inhibition, % at 11.9 µM; purified T. brucei MetRS, ATP depletion, Kinase-Glo luminescence;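 active = inhibition above a per-plate cutoff of the control wells' mean inhibition plus 3 SD, cut at about 5.5% in these data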;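 note: 0% = DMSO wells median and 100% = median of wells with control inhibitor compound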
#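 Material – parasite MetRS enzyme · Medium – HEPES-MgCl2-KCl buffer plus DTT, spermine, BSA, pyrophosphatase · Reagent – ATP, methionine and E. coli bulk tRNA substrates · Times – 15 min enzyme-compound preincubation, 2 h reaction, 10 min detection, 25 °C · Measured by – luminescence of leftover ATP · Evaluation – percent inhibition relative to median high and low control wells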
# CendR NRP1 mod: NRP-1/CendR interaction modulation | O14786 | FAM-RPARPAR peptide binding to NRP-1, fluorescence polarization | inhibition, % at 25 µM | 0.85% of 360,000 active;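 active = inhibition or corrected inhibition above about 18%, plus a signal ratio from 0.5 to 1.5, limit read from the data, passing the limit was not always enough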; note: strong numbers were not always called active
# Scp-1 inhibitor: blocks human Scp-1 phosphatase activity. 0.88% of 340,000 active. AID 493091. Recombinant Scp1, phosphopeptide, malachite green phosphate absorbance. inhibition, % at 20 µM;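 active = inhibition above about 50% at 20 µM, limit read from the data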;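 note: plate controls were DMSO wells with enzyme for no effect and wells lacking enzyme for full effect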
#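 Times: enzyme reaction 45 min at room temperature, colour 5 min, stabilisation 30 min. Material: SCP-1 catalytic fragment, aa 76-261. Medium: Acidic Tris acetate buffer with magnesium and detergent. Signal: colorimetric free-phosphate detection, absorbance 630 nm. Read-out basis: % inhibition of SCP-1 phosphate liberation. Reagent: Phosphorylated 17-residue peptide substrate.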
# bovine MsrA act: activates bovine MsrA enzyme | activation, % at 10.6 µM | purified bovine MsrA, absorbance read-out | 0.3% of 360,000 active; in the data active = activation above about 7.5%;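 note: 0% = vehicle and 100% = reference activator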
# LMPTP block: blocks human LMPTP phosphatase; 0.22% of 360,000 active; inhibition, % at 20 µM; recombinant LMPTP-A, OMFP fluorogenic substrate, fluorescence intensity; P24666;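 active = compounds that cut the enzyme signal by at least half of the control window in the single-dose screen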;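 note: plate controls were DMSO wells with enzyme plus substrate for no effect and substrate without enzyme for full effect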
#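 Assay system: LMPTP-A enzyme. Input: 0.625 nM LMPTP-A final. Probe or stimulus: 400 µM OMFP. Compound dosing: single 20 µM dose. Schedule: 50 min dark incubation at room temperature. Detection: fluorescence intensity of OMFP turnover product. Read-out: percent inhibition versus substrate-only and uninhibited controls. Benchmarks: no-enzyme low control, uninhibited high control.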
# E coli Lon inh: inhibitors of E. coli Lon protease; P0A9M0; purified E. coli Lon protease, fluorescence polarization; inhibition, % at 7.94 µM; 0.42% of 360,000 active; AID 602123; in the data active = inhibition above about 13%, passing the limit was not always enough;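 note: 0% = enzyme with probe and DMSO and 100% = no enzyme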
# Numbers without * were called inactive; / = no result given; & = joins results of further samples.
SMILES,MsrA inh,SUMO1-SIM PPI,STEP block,DNMT1 block,TbMetRS inhib,CendR NRP1 mod,Scp-1 inhibitor,bovine MsrA act,LMPTP block,E coli Lon inh
C=CCn1c(SCC(=O)Nc2ncc(Cc3cc(Cl)ccc3Cl)s2)nnc1-c1ccncc1,-0.5,1,2,32,-0.6,19,6,2,1.9,-6
O=C(c1ccncc1)N1CCN(C(=O)c2cccc3ccccc23)CC1,0.9,2,12,1,0.1,-3,3,1,0.2,4
Cc1cccc(C)c1NC(=O)COC(=O)c1ccccc1O,1.6,0,0,0,0.2,7,-5,-2,0.1,-12
COc1ccccc1S(=O)(=O)Nc1cccc(S(=O)(=O)N2CCCC2)c1,0.3,-2,-3,1,-0.3,14,-1,-8,-0.1,12
CCc1cccc(C)c1NC(=O)COC(=O)CC1CCCC1,-0.3,3,-1,1,-0.2,1,0,0,-0.5,-12
COCCNc1nc(NCc2ccccc2F)c2sccc2n1,0.2,-1,0,6,0.0,7,/,0,50,-1
COc1ccccc1OCCn1nc2ccccc2c1OC,1.0,-5,/,/,-0.5,10,/,/,-1.0,/
Cc1sc2nc(CC(=O)N3CCCC3)[nH]c(=O)c2c1C,1.6,3,0,0,-0.4,3,-8,-2,0.4,7
CCc1cccc2c(C(=O)CCl)c[nH]c12,0.7,-2,-2,7,-0.5,20,-7,-1,-1.0,4
O=C(Cc1ccc(NC(=O)C2CCCN(C(=O)C3CCCCC3)C2)cc1)Nc1cccc(C(=O)N2CCCC2)c1 (stereo not drawn),0.8,4,-5,3,-0.3,-4,4,-11,-0.5,-7
CC(C)(C)NC(=O)C(c1ccccc1)N(C(=O)CNC(=O)c1cccs1)c1cccnc1 (stereo not drawn),-1.2,6,2,3,-0.9,-3,-4,-2,-1.0,-4
CCC(=O)Nc1ccc(NC(=O)CN2CCCC(C)C2)c(Cl)c1 (stereo not drawn),0.2,-2,-1,-5,-0.9,-15,0,0,-1.5,-6

# Part of the list above, showing only SUMO1-SIM PPI, Scp-1 inhibitor and MsrA inh.
Molecule | SUMO1-SIM PPI | Scp-1 inhibitor | MsrA inh
Cc1cccc(C)c1NC(=O)COC(=O)c1ccccc1O | 0 | -5 | 1.6
COc1ccccc1S(=O)(=O)Nc1cccc(S(=O)(=O)N2CCCC2)c1 | -2 | -1 | 0.3

# Continuation.
SMILES,MsrA inh,SUMO1-SIM PPI,STEP block,DNMT1 block,TbMetRS inhib,CendR NRP1 mod,Scp-1 inhibitor,bovine MsrA act,LMPTP block,E coli Lon inh
Cc1cccc(OCc2occc2C(=O)Nc2cccc(-n3cnnn3)c2)c1,-0.6,5,-2,-10,0.1,-2,-10,-3,3.5,-7
CC1=NN(C(=O)Cn2nc([N+](=O)[O-])c(Br)c2C)C(O)(C(F)(F)F)C1 (stereo not drawn),-0.6,-12,-4,2,-0.7,12,-2,-5,-1.0,6
CCC(C)c1ccccc1NC(=O)CN(CC)CC(=O)Nc1ccc2c(c1)OCCO2 (stereo not drawn),0.6,6,-1,-2,-0.4,-3,-5,-4,0.4,-11
CCC(=O)N1CCc2cc(Br)cc(S(=O)(=O)N(C)c3ccc(OC)cc3OC)c21,2.1,4,0,-1,-0.4,-1,-4,-2,1.5,5
Nc1c(Cl)cc(C2=NCCn3c2c2ccc(C(F)(F)F)cc2[n+]3[O-])cc1Cl,2.6,-19,0,0,-0.4,3,-2,-4,-6.6,-8
CCc1ccc(C(C(=O)NC(C)(C)CC)N(Cc2ccco2)C(=O)Cn2nnc3ccccc32)cc1 (stereo not drawn),-0.2,-2,6,4,-0.4,11,3,-2,0.1,-8
CSc1ccccc1OCc1cc(C(=O)NCCC2CCCCO2)no1 (stereo not drawn),-0.6,-4,1,0,-0.3,2,-4,-1,0.0,-6
CCN(CC)C(=O)COc1ccc(/C(C)=N/Nc2ncc(Cl)cc2Cl)cc1,0.8,-9,-2,-1,-0.3,-3,-1,0,-0.6,-1
CC(=O)c1c(N2CCN(C)CC2)nc(=S)n(-c2cc(C)ccc2C)c1C,0.0,-4,0,0,0.0,-20,-1,-3,-6.6,-10
CN(C(=O)c1cccc(NC(=O)Cc2ccc(NC(=O)C3CCCN(C(=O)C4CC4)C3)cc2)c1)C1CCC1 (stereo not drawn),-0.9,-2,2,3,0.2,-1,-8,-4,-1.5,-8
O=c1[nH]c(CN(CCO)CCO)nc2c1C1(CCCCC1)Cc1ccccc1-2,0.1,-1,-1,2,-0.7,5,0,-2,0.2,-10
CC(C)(C)CN1C(=O)C(=O)NC[C@@H]1CCCCN,0.5,9,-3,-1,-0.2,-4,0,1,-3.9,-3
Cc1ccc(S(=O)(=O)CCC(=O)OCc2nnc(-c3ccccc3)o2)cc1,-1.8,5,3,-2,-0.1,-3,-15,1,-0.2,-8
COc1cccc2c(=O)c3ccccc3oc12,0.6,0,-1,3,-0.1,-8,-9,-4,0.0,-1
Cc1cccc(N2CCN(C(=O)C3CC(=O)N(C4CCCC4)C3)CC2)c1C (stereo not drawn),-0.4,-1,3,0,-0.3,6,-4,-6,-0.9,-1
COc1ccc(-n2c(Cc3cccn3C)nnc2SCC(=O)Nc2ccc(C)cc2C)cc1,-0.3,1,-3,0,1.1,-3,0,-2,0.1,-4
Cc1nn(-c2ccccc2)c(Cl)c1/C=N/O,-0.4,0,2,4,-0.9,-9,-8,6,-0.1,-3
CN(CCc1ccccn1)C(=O)CCNC(=O)Cn1cnc2ccccc2c1=O,-0.8,3,-4,5,-0.6,-7,-5,-10,-1.5,-4
Cc1ccc(S(=O)(=O)N2CC3CCCC2C3)cc1 (stereo not drawn),0.0,-4,-2,2,-0.5,1,-4,-3,-1.7,0
Cc1ccnc(NCc2c(O)ccc3ccccc23)c1,-0.5,-6,1,-7,-0.5,-6,5,-8,0.5,4
Cc1csc(SCC(=O)Nc2oc(C)c3c(C)n[nH]c(=O)c23)n1,1.0,-27,-3,2,-0.3,3,4,-2,-6.1,-4
O=C(CCNS(=O)(=O)c1ccc(Cl)cc1)N1CCN(Cc2ccccc2)CC1,1.8,0,-2,7,0.2,6,-7,-4,-3.5,3
COc1ccccc1CNC(=O)C/C(C)=N/NC(=O)Cc1ccc(OC)c(OC)c1,-0.4,11,-4,0,0.0,-2,-7,-3,-3.0,-12
CN(C)S(=O)(=O)c1cccc(C(=O)OCC(=O)NCc2ccc3c(c2)OCO3)c1,-0.2,-2,-1,-2,0.5,8,-3,-1,0.4,-6

# 3 entries from above, ordered by heavy-atom count, smallest number first:
SMILES,MsrA inh,SUMO1-SIM PPI,STEP block,DNMT1 block,TbMetRS inhib,CendR NRP1 mod,Scp-1 inhibitor,bovine MsrA act,LMPTP block,E coli Lon inh
Cc1nn(-c2ccccc2)c(Cl)c1/C=N/O,-0.4,0,2,4,-0.9,-9,-8,6,-0.1,-3
COc1ccc(-n2c(Cc3cccn3C)nnc2SCC(=O)Nc2ccc(C)cc2C)cc1,-0.3,1,-3,0,1.1,-3,0,-2,0.1,-4
CN(C(=O)c1cccc(NC(=O)Cc2ccc(NC(=O)C3CCCN(C(=O)C4CC4)C3)cc2)c1)C1CCC1 (stereo not drawn),-0.9,-2,2,3,0.2,-1,-8,-4,-1.5,-8

# Single entries from the list.
# Entry of Cc1ccc(S(=O)(=O)N2CC3CCCC2C3)cc1 (stereo not drawn) in TbMetRS inhib: -0.5
# Entry of COc1ccc(-n2c(Cc3cccn3C)nnc2SCC(=O)Nc2ccc(C)cc2C)cc1 in DNMT1 block: 0
# Entry of O=C(CCNS(=O)(=O)c1ccc(Cl)cc1)N1CCN(Cc2ccccc2)CC1 in MsrA inh: 1.8

# (further entries)
SMILES,MsrA inh,SUMO1-SIM PPI,STEP block,DNMT1 block,TbMetRS inhib,CendR NRP1 mod,Scp-1 inhibitor,bovine MsrA act,LMPTP block,E coli Lon inh
Nc1c(N(CCC2=CCCCC2)C(=O)COc2ccc([N+](=O)[O-])cc2)c(=O)[nH]c(=O)n1Cc1ccccc1,1.2,-2,1,58*,-0.1,-1,-4,-3,-2.6,-2
COc1nc(OC)nc(N2CCC(C(=O)NCC3CCCCC3)CC2)n1,1.9,2,-4,-2,-0.5,7,-1,-6,-1.0,6
CCN(Cc1ccccc1)S(=O)(=O)c1ccc(C(=O)N(CCCN(C)C)c2nc3cc4c(cc3s2)OCCO4)cc1,0.1,-41,3,-6,-0.7,2,1,1,-1.1,-10
CN(C)NC(=O)C(NC(=O)c1ccccc1)C12CC3CC(CC(C3)C1)C2 (stereo not drawn),-1.0,-1,-1,6,-1.1,3,-2,-12,-0.1,0
COC(=O)C1=C(C)NC(C)=C([N+](=O)[O-])C1c1ccccc1C(F)(F)F (stereo not drawn),-0.7&2.4,-18&-21,0&-1,-5&-5,-1.7&-0.8,4&-1,-1&-9,-6&-4,1.9&0.9,-2&1
CCn1nc(NC(=O)c2cccnc2)c2cc3ccccc3nc21,-0.2,-21,-1,-2,-0.5,-7,-10,-3,1.3,14
CCCc1cc(=O)oc2cc(OCC(=O)N(C)C)c(Cl)cc12,0.3,1,-5,4,-1.6,7,-2,-15,-2.3,3
COc1ccc(S(=O)(=O)N2CCOCC2)cc1C(=O)NC1CCCCC1,-0.3,-1,-1,4,-0.5,4,-2,-4,-1.0,1
CN(C)C=NC(=O)c1cn(-c2ccc(F)cc2)c(=O)c2ccccc12,1.6,2,3,0,0.1,3,1,-2,1.2,5
CC1CCc2[nH]c3ccc(C(=O)N(C)CC(=O)Nc4ccc(F)cc4)cc3c2C1 (stereo not drawn),0.3,10,8,4,-0.6,5,-5,0,3.6,5
COc1cccc(C(=O)NNC(=O)c2cccnc2)c1,-1.2,1,-2,2,0.0,-1,1,0,0.2,-7

# Entries of single compounds as entered above. Order of screens: MsrA inh, SUMO1-SIM PPI, STEP block, DNMT1 block, TbMetRS inhib, CendR NRP1 mod, Scp-1 inhibitor, bovine MsrA act, LMPTP block, E coli Lon inh
# `CCN(Cc1ccccc1)S(=O)(=O)c1ccc(C(=O)N(CCCN(C)C)c2nc3cc4c(cc3s2)OCCO4)cc1` is listed as 0.1, -41, 3, -6, -0.7, 2, 1, 1, -1.1, -10
# `Nc1c(N(CCC2=CCCCC2)C(=O)COc2ccc([N+](=O)[O-])cc2)c(=O)[nH]c(=O)n1Cc1ccccc1` is listed as 1.2, -2, 1, 58*, -0.1, -1, -4, -3, -2.6, -2
